RSV CPE inhibition: inhibition of RSV-induced cytopathic effect – HEp-2 cells, primary 10 µM value included (AID 2391); HEp-2 cells, RSV-induced CPE inhibition; higher % means a stronger effect; CPE inhibition, % at 10 µM; hits with a dose series show IC50 in µM; 310,000 compounds, 0.13% hits; in the data active = a potency from the dose series; inconclusive = CPE inhibition mostly from about 23% at the one dose, without a potency; inactive = the rest, 99 in 100 with CPE inhibition below about 21%; also: strong numbers were not always called active
AID2073: disruptors of CaV2.2 binding to Mint1 – biochemical, HTRF (AID 2073); 290,000 compounds, 0.19% hits; HTRF protein-protein interaction, Mint1-CaV2.2; higher % means a stronger effect; one-dose inhibition, % at 20 µM; IC50 in µM for titrated hits; in the data active = inhibition mostly above about 51%, no sharp cut-off; inconclusive = no clear call, values can overlap the other calls; inactive = mostly below about 53%; also: some results filed as inactive read as strong as hits
Siah-1 displacement: blockers of Siah-1 interaction with plectin peptide – biochemical, fluorescence polarization, rhodamine-plectin, uHTS, primary screen (AID 1817) | Siah-1 / rhodamine-plectin peptide fluorescence polarization; higher % means a stronger effect | 290,000 compounds, 0.02% hits | one-dose displacement, % at 20 µM; IC50 in µM for titrated hits;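 active = displacement of at least 50% at 20 µM, with a fluorescence ratio check between 0.3 and a set limit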;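 also: plate controls were Siah plus tracer with DMSO for no effect and tracer alone without Siah for full effect; strong numbers were not always called active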
XIAP displacement: XIAP antagonists, biochemical, IAP family, fluorescence polarization (AID 1018). XIAP BIR domain, fluorescence polarization peptide displacement; higher % means a stronger effect. displacement, % at 20 µM, or IC50 in µM where a hit was titrated. 200,000 compounds, 0.007% hits; in the data active = displacement above about 50%; also: a part of the inactive calls stands beside numbers as strong as those of hits
Large T inhibition: TAg ATPase/helicase activity blockers – biochemical (AID 1903). SV40 large T antigen ATPase/helicase inhibition assay; higher % means a stronger effect. inhibition, % at 20 µM, or IC50 in µM where a hit was titrated. 310,000 compounds, 0.39% hits; in the data active = a potency from the dose series; inconclusive = inhibition mostly from about 32% at the one dose, without a potency; inactive = the rest, 99 in 100 with inhibition below about 32%; also: strong numbers were not always called active
Dengue-2 NS5 capping: flavivirus cap methylation enzyme inhibition – biochemical, confirmation dose response, primary screen (AID 588689); Dengue-2 NS5 methyltransferase capping enzyme assay, biochemical; higher % means a stronger effect; inhibition, % at 25 µM; hits with a dose series show IC50 in µM; 340,000 compounds, 0.3% hits; in the data active = a potency from the dose series; inconclusive = inhibition above about 29% without an active follow-up result
HIV fusion peptide: inhibitors of HIV fusion peptide binding, primary screen, biochemical, uHTS, fluorescence dequenching (AID 1986); cell-free peptide binding, fluorescence dequenching, 30 min; higher % means a stronger effect; inhibition, % at 20 µM; hits with a dose series show IC50 in µM; 290,000 compounds, 0.3% hits; in the data active = inhibition mostly above about 52%, no sharp cut-off; inactive = mostly below about 76%; also: some results filed as inactive read as strong as hits
LYP phosphatase: inhibitors of LYP phosphatase, biochemical, fluorescence intensity, uHTS (AID 1779) | inhibition, % at 11.5 µM; hits with a dose series show IC50 in µM | recombinant LYP phosphatase, fluorescence intensity; higher % means a stronger effect | 290,000 compounds, 0.054% hits; in the data active = inhibition above about 50%;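 also: plate controls were vehicle with enzyme for no effect and no enzyme for full effect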
MgcRacGAP inhibition: MgcRacGAP GTPase-activating activity inhibitors, confirmation, biochemical, ADP Hunter fluorescence; one-dose inhibition, % at 30 µM; IC50 in µM for titrated hits; 340,000 compounds, 0.6% hits; MgcRacGAP-stimulated Rac1 GTP hydrolysis, ADP Hunter fluorescence; higher % means a stronger effect; GST-tagged Rac1 F28L mutant substrate;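 active = first-screen hits whose inhibition reached a set limit at any dose in the follow-up dose series; inconclusive = inhibition above the set first-screen limit but never retested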;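 also: fluorescence reports GDP produced by GAP-driven GTP hydrolysis; strong numbers were not always called active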
Dengue-2 NS5 capping pilot replicate: recorded beside Dengue-2 NS5 capping, whose call it bears; inhibition, %; measured here: pilot screen replicate inhibition
An asterisk follows results filed as active; ? = inconclusive; . = no result given.

SMILES	RSV CPE inhibition	AID2073	Siah-1 displacement	XIAP displacement	Large T inhibition	Dengue-2 NS5 capping	HIV fusion peptide	LYP phosphatase	MgcRacGAP inhibition	others
O=C(CCCCCNC(=O)N1CCn2c1nc1ccccc12)N[C@H](C(=O)O)c1ccccc1	0.4%	10%	2%	.	0%	-7%	0.9%	-8%	2%
O=C(CCNC(=O)c1ccccc1)Nc1ccc(F)c(Cl)c1	0.1%	2%	2%	-1.8%	7%	8%	0.8%	-8%	7%
CCOC(=O)C(=CNc1cc(C)ccc1-n1cccc1)C(=O)OCC	1.2%	1%	-3%	.	7%	3%	-1.0%	3%	3%
CCOCCCNC(=O)C(NC(=O)c1ccc(NC(C)=O)cc1)c1ccc(C)cc1 (configuration not stated)	0.8%	6%	-1%	-3.9%	4%	-1%	-0.9%	-4%	6%
CC1CCN(c2c([N+](=O)[O-])c(=O)n(-c3ccccc3)c3ccccc23)CC1	2.9%	1%	-3%	-3.5%	1%	3%	-3.0%	-2%	7%
Cc1ccc(S(=O)(=O)c2c(O)c3ccc(C(=O)O)cc3[nH]c2=O)cc1	1.9%	9%	11%	.	18%	-1%	0.2%	-5%	7%
O=C(CN1C(=O)C2CCCCN2C(=O)c2ccccc21)N1CCCc2ccccc21 (configuration not stated)	0.7%	-8%	0%	0.2%	2%	-1%	3.2%	-8%	-1%
CCOc1ccc(S(=O)(=O)Nc2ccc(C(=O)NCC(c3ccccc3)N(C)C)cc2)cc1 (configuration not stated)	1.3%	3%	-7%	.	1%	0%	2.0%	-6%	8%
Cc1cc(C)n2nc(NCc3cccc(Br)c3)nc2n1	4.2%	4%	-3%	-5.9%	-1%	-5%	1.8%	-5%	2%
O=C(NCCCn1ccnc1)c1ccc(C(F)(F)F)cc1	0.6%	12%	1%	.	6%	-9%	-0.3%	-2%	2%
O=C(/C=C/c1ccco1)N1CCN(C/C=C/c2ccccc2)CC1	0.2%	54%	13%	-19%	10%	1%	20%	6%	12%
CCOc1cc(C2/C(=C(/O)c3ccc(OC)cc3)C(=O)C(=O)N2CC2CCCO2)ccc1O (configuration not stated)	1.1%	-5%	14%	.	10%	.	1.9%	-6%	.
CCOC(=O)NC(=O)C(/C=N/c1sccc1C(=O)OC)=C(\C)O	4.7%	4%	6%	-4.0%	11%	.	136%	-6%	.
Cc1c(C)n(C)c2ccc(C(=O)NCc3cccs3)cc12	0.1%	?	-1%	-9.2%	-1%	4%	6.6%	-1%	-1%
CC1CCCCN1c1ncnc(N)c1[N+](=O)[O-] (configuration not stated)	3.6%	-6%	9%	-9.1%	20%	1%	0.0%	-2%	7%
Cc1sc(NC(=O)CN(Cc2ccc(F)cc2)C(=O)C(C)(C)C)c(C(N)=O)c1C	1.2%	12%	0%	-5.9%	1%	-11%	2.1%	4%	5%
Cc1ccnc(Nc2nc(-c3ccc(O)cc3)cs2)c1	?	-2%	-1%	.	12%	3%	0.2%	-6%	105µM*
O=C(/C=C\Nc1ccc2c(c1)OCO2)c1ccc(Cl)s1	21%	32%	21%	-6.9%	4%	-13%	7.4%	11%	1%
Nc1ccc2nc(-c3ccc(-c4nc5ccc(N)cc5[nH]4)cc3)[nH]c2c1	-0.3%	5.6µM*	-13%	.	12%	.	-1.9%	-40%	.
O=C(CC1C(=O)NCCN1Cc1c(F)cccc1Cl)NCCc1ccccn1 (configuration not stated)	2.1%	-19%	2%	-9.7%	2%	.	-1.6%	-6%	-2%
Cc1ccc(S(=O)(=O)c2cc(Nc3ccccc3)ccc2O)cc1	-0.7%	.	.	.	22%	9%	.	.	49µM*
C/C(=C\C(=O)c1ccncc1)Nc1ccccc1O	-0.2%	5%	3%	-4.5%	20%	-4%	0.9%	-1%	1%
COc1ccc2[nH]c(C)c(-c3csc(N)n3)c2c1	1.7%	-20%	-4%	.	20%	-8%	0.5%	-9%	14%	Dengue-2 NS5 capping pilot replicate=-4.6
Cn1c(-c2sc3cc(C(F)(F)F)cnc3c2-c2cccs2)n[nH]c1=S	3.6%	-10%	12%	-4.4%	7%	1%	2.3%	2%	9%
CC(C)c1ccccc1NC(=O)COC(=O)COc1ccccc1[N+](=O)[O-]	0.6%	5%	-1%	-2.2%	15%	-5%	0.1%	-3%	2%
CCOC(=O)C1(Cc2ccccc2Cl)CCN(Cc2csc(C(C)=O)c2)CC1	6.4%	-12%	5%	-7.7%	5%	-7%	0.6%	-5%	4%
C=CCSc1nnc2n(CCc3ccccc3)c(=O)c3c4c(sc3n12)COC(C)(C)C4	-1.3%	-4%	2%	-2.8%	-1%	-1%	3.2%	3%	4%
NC(=O)c1cccn1-c1ncc(C(F)(F)F)cc1Cl	-0.2%	0%	5%	-2.5%	14%	3%	-0.3%	-5%	4%
COCC(=O)NCCSc1c(C)[nH]c2ccccc12	1.2%	6%	-4%	-11%	6%	-3%	-2.0%	2%	3%
CCn1c(SCC(=O)Nc2ccccc2)nnc1-c1ccc(S(=O)(=O)N2CCOCC2)cc1	1.5%	11%	0%	-8.7%	12%	-5%	-2.3%	-7%	6%
Cc1cccc(Nc2nn3c(=O)c4ccccc4nc3s2)c1	2.1%	19%	29%	-3.4%	-1%	2%	-2.2%	-7%	4%
CCOC(=O)c1[nH]c2ccc(F)cc2c1NC(=O)c1cc(OC)c(OC)c(OC)c1	2.3%	1%	-2%	-5.3%	1%	-3%	-3.2%	1%	4%
Cc1cc(C)c(OCCCCN2CCNCC2)c(C)c1	-1.4%	9%	-4%	.	28%	-5%	1.9%	-7%	9%	Dengue-2 NS5 capping pilot replicate=3.0
COc1cc(OC)c2ccc(=O)oc2c1C(CCN1CCN(c2ccccc2)CC1)c1ccc2c(c1)OCO2 (configuration not stated)	-1.5%	3%	1%	.	17%	-3%	-0.2%	-7%	7%
CCOCC(=O)N(CC)Cc1ccccc1	2.5%	9%	6%	-1.1%	1%	1%	2.8%	-6%	3%
C=CCn1c(SCC(=O)NCCC2=CCCCC2)nc2ccc(Cl)cc2c1=O	3.6%	16%	2%	-4.2%	2%	-6%	-0.6%	3%	1%
Cc1ccc(S(=O)(=O)N2CCCN(S(=O)(=O)C3CCS(=O)(=O)C3)CC2)cc1 (configuration not stated)	-1.6%	4%	3%	-7.5%	1%	-10%	1.8%	-3%	5%
CCOc1ccccc1NC(=O)CSc1nnc(-c2cccnc2)o1	-0.3%	.	.	.	10%	11%	.	.	8%
CCOC(=O)c1ccc(NC(=O)c2ccc3c(c2)C(=O)N(CC2CCCO2)C3=O)cc1 (configuration not stated)	1.5%	13%	7%	.	6%	-3%	0.0%	-7%	4%
CN(c1ccc(C(=O)Nc2ccccc2C(=O)N2CCCC2)cc1)S(C)(=O)=O	2.5%	-1%	-4%	-7.6%	-3%	1%	-1.0%	-8%	9%
COCCNC(=O)CSc1nnc2c(Cl)cc(Cl)cn12	1.5%	-6%	-1%	-3.3%	6%	-3%	-1.5%	-8%	-7%
Cc1cc(O)c(C(=O)/C=C/c2ccc(C(C)C)cc2)c(=O)o1	7.6%	29%	2%	.	5%	-3%	16%	-2%	4%
CC(=O)N[C@@H](CC(=O)N[C@H](CCC(=O)O)C(=O)O)C(=O)O	3.2%	.	.	.	1%	-3%	.	.	-6%
COc1ccc(-c2cn(-c3ccc(C)cc3)c(=O)n2CC(=O)Nc2ccc(OC)c(OC)c2)cc1	1.6%	3%	2%	-6.8%	3%	-6%	-1.6%	-4%	11%
O=C(CCCn1c(=O)c2ccccc2n(Cc2ccccc2)c1=O)NCc1ccco1	4.1%	45%	-4%	-4.0%	3%	.	-0.1%	-11%	6%
CCOC(=O)N1CCN(C(=O)CCC2CCCC2)CC1	-0.6%	-12%	0%	8.9%	4%	-2%	-1.5%	7%	4%
CN1C(=O)NC(c2ccccc2)C2=C1CN(CCc1ccccc1)C2=O (configuration not stated)	0.5%	9%	-4%	-5.7%	2%	-1%	1.8%	-5%	10%	Dengue-2 NS5 capping pilot replicate=-3.5
COc1ccc(C(=O)N(Cc2nc(-c3ccc(C)cc3)no2)C(C)C)cc1OC	0.6%	-2%	0%	-3.1%	3%	1%	0.9%	-6%	-4%
COc1ccc(C2CC(c3ccccc3)=NN2C(=O)COC(=O)CNC(=O)c2ccccc2)cc1 (configuration not stated)	0.6%	9%	4%	-3.2%	19%	-15%	-0.6%	7%	5%
COc1ccc(-c2noc(=O)[nH]2)cc1	1.1%	2%	10%	-8.5%	7%	1%	2.5%	-2%	-7%

Reprinted from the part before: 2 entries, then new ones.
SMILES	RSV CPE inhibition	AID2073	Siah-1 displacement	XIAP displacement	Large T inhibition	Dengue-2 NS5 capping	HIV fusion peptide	LYP phosphatase	MgcRacGAP inhibition	others
COc1ccc(C2CC(c3ccccc3)=NN2C(=O)COC(=O)CNC(=O)c2ccccc2)cc1 (configuration not stated)	0.6%	9%	4%	-3.2%	19%	-15%	-0.6%	7%	5%
COc1ccc(-c2noc(=O)[nH]2)cc1	1.1%	2%	10%	-8.5%	7%	1%	2.5%	-2%	-7%
COc1ccc(N2CCN(C(=O)CC(NC(N)=O)c3cccc(Oc4ccccc4)c3)CC2)cc1 (configuration not stated)	0.9%	-4%	4%	-2.0%	7%	-9%	-1.9%	-7%	6%
Cc1nnsc1NC(=O)OCc1ccc(Cl)cc1Cl	5.0%	0%	0%	-5.6%	8%	-3%	-1.5%	-10%	13%
O=C(CN1C(=O)COc2ccccc21)NCCCN1CCN(Cc2ccccc2)CC1	-0.5%	-1%	2%	-3.3%	2%	-3%	0.2%	-4%	4%
Cc1ccc(CNC(=O)CN(c2ccc(C(C)C)cc2)S(=O)(=O)c2c(C)noc2C)cc1	-0.1%	3%	5%	.	3%	-6%	0.0%	-2%	11%
CSc1ccc(C(=S)N2CCN(C(c3ccccc3)c3ccccc3)CC2)cc1	1.8%	26%	-1%	-0.3%	3%	-8%	-3.7%	13%	10%	Dengue-2 NS5 capping pilot replicate=0.9
CCCCCC(O)(c1ccc(OC)cc1)C(CN1CCOCC1)c1ccccc1 (configuration not stated)	2.0%	3%	3%	.	5%	-6%	0.7%	3%	8%
COC(=O)c1cn(NC(=O)c2ccc(F)cc2)c(=O)c2ccccc12	0.6%	4%	-2%	-2.0%	-1%	-5%	-0.5%	-2%	4%
O=c1[nH][nH]c(C(F)(F)F)c1C=NCc1cccs1	2.4%	8%	3%	-6.1%	5%	4%	0.0%	4%	11%
N=c1n(CCN2CCCCC2)c2ccccc2n1CC(O)COc1ccccc1 (configuration not stated)	-0.1%	0%	5%	-2.5%	-2%	1%	-0.8%	-8%	7%
CCOc1ccc(NS(=O)(=O)c2ccc(C(=O)N(CC)CC(=O)NCc3cccs3)cc2)cc1	12%	10%	-5%	.	25%	5%	-1.5%	-15%	10%
CCSc1nc(-c2ccc(OC)cc2)cc(-c2ccccc2)c1C#N	2.0%	12%	-4%	0.4%	4%	-3%	-2.5%	-6%	6%
Cc1cc(C=O)c(C)n1-c1ccc(N2CCOCC2)cc1	2.4%	-6%	-2%	-6.5%	4%	1%	-1.8%	-8%	0%

High-throughput results deposited in PubChem by several laboratories.
